# Sm TGR block = qHTS Assay for the Inhibitors of Schistosoma Mansoni Peroxiredoxins | Schistosoma mansoni thioredoxin glutathione reductase (TGR), Q962Y6 | purified TGR, DTNB reduction, TNB absorbance 405 nm | Potency, µM (doses to about 114 µM), for the others: at the top dose activity change, negative = inhibition, usual class: inhibitors | 360,000 compounds, 3% hits; note: nearly all actives have a fitted effect of over 60% in size
#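 Kinetic colorimetric format: TGR-catalysed, NADPH-driven DTNB reduction monitored via TNB absorbance. Enzyme dispensed at 20 nM; compound exposure 15 min at room temperature before reaction start.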
# Tb PYK inh = qHTS of Trypanosoma Brucei Inhibitors; 410,000 compounds, 0.12% hits; Potency, µM (titrated, usually from 76.8 µM), inactives show top-dose activity, negative = inhibition, hits mostly inhibitors; pyruvate kinase (Trypanosoma brucei), Q57TT1; TbPYK enzyme, Kinase-Glo Plus ATP luminescence, 45 min; note: nearly all actives have a fitted effect of over 50% in size
#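 Screened from lowest to highest concentration, compounds were pinned into TbPYK/substrate mixtures, and ADP (130 uM final) was added. Plates sat at room temperature for 45 min prior to Kinase-Glo Plus detection by luminescence.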
# Starred values were filed as active, the others as inactive; [ ] = remark or other dose. Calls come from the whole dose curve; as a rule, active = well fitted curve in the direction sought with a large enough effect; inconclusive = small, poorly fitted or top-dose-only effect, or another doubt; inactive = no such curve, though single readings can be large; an effect the other way counts as inactive or inconclusive. % is set by controls: 0 for no effect and ±100 for the full control effect; potency is the fitted concentration of half-maximal effect.
SMILES,Sm TGR block,Tb PYK inh
COC(=O)c1cc2c(cc1NC(=O)c1c(C)nn(-c3ccc(C)cc3)c1-n1cccc1)OCO2,-5.2%,0.5%
CN1CCN(c2ccc(-c3nc(-c4ccccc4)no3)cc2[N+](=O)[O-])CC1,-9.4%,-1.0%
COc1ccc2nc(N3CCN(C(=O)C4CC4)CC3)sc2c1,2.8%,1.0%
Cc1nc2nc(SCC(=O)NCc3ccccc3Cl)nn2c(C)c1Cc1ccccc1,-0.6%,-10.3%
CCc1ccc2oc(-c3ccc(NC(=O)c4cc5ccccc5o4)cc3)nc2c1,5.3%,-5.0%
COc1ccc(-n2nc(C(=O)NCCCOC(C)C)c3c4ccccc4n(C)c3c2=O)cc1,-3.0%,-6.2%
COc1ccc2nc(SCC(=O)c3c(C)[nH]c4ccccc34)nc(C)c2c1,-1.6%,2.0%
COc1ccc(Oc2nc3c(C)cccn3c(=O)c2/C=C(\C#N)c2nc3ccccc3[nH]2)cc1,-5.7%,3.1%
O=C1CC(c2c(Cl)cccc2Cl)c2c(ccc3ccccc23)N1 (stereo unspecified),-1.7%,-0.8%
Cc1cccc(N2CCN(C3=C(c4ccccc4)C(=O)c4ccccc43)CC2)c1C,3.9%,-1.0%
O=C(Cn1c(=O)n(Cc2ccco2)c(=O)c2ccccc21)Nc1cccc(F)c1,2.4%,-1.8%
CCOC(=O)COc1ccc(C2C(C(=O)OC)=C(C)NC3=C2C(=O)c2ccccc23)cc1Cl (stereo unspecified),5.8%,-12.1%
CC1=C(C(=O)Nc2ccc(C)cc2Cl)C2(CCCCCC2)OC1=O,11.2%,6.2%[15.4 µM]
CC1=C(c2ccc(C(C)C)cc2)S(=O)(=O)N=C1N1CCN(c2ccccc2F)CC1,-1.6%,-3.0%
CCN(C(=O)C1CCCN(c2ncnc3onc(-c4ccc(F)cc4)c23)C1)c1ccccc1 (stereo unspecified),-2.7%,3.2%
COc1ccc(Nc2ncc(C(=O)N3CCN(c4ccc(OC)cc4)CC3)c3ccccc23)cc1,6.4%,-0.6%
COc1ccc2c(c1)cc1c(=O)n(CC(=O)NCCc3ccccc3)nc(C)n12,-1.4%,6.6%
CCc1ccc(OCC(=O)Nc2ccc(-c3nc4ncccc4o3)cc2)cc1,1.5%,1.8%
O=C(COc1ccccc1)Nc1ccccc1OCc1cc(=O)n2ccccc2n1,4.5%,-4.4%
Nc1c(C(=O)NCc2ccc(Cl)cc2)sc2nc(-c3ccc(F)cc3)ccc12,-3.2%,0.1%
Cc1ccc2c(=O)c(C(=O)c3ccccc3)cn(CC(=O)Nc3ccccc3)c2n1,12.0%,1.9%
COc1ccc(CCNC(=O)CCn2c(=O)c3ccccc3n(CC(=O)Nc3cc(Cl)ccc3C)c2=O)cc1OC,-4.1%,2.8%
Cc1ccc(CN2CCc3nc(N4CCN(c5ccccc5F)CC4)ncc3C2)s1,-3.9%,0.6%
CCC1Oc2ccccc2N(CC(=O)NCc2ccccc2)C1=O (stereo unspecified),1.9%,11.9%
COc1ccc(CCNC(=O)c2ccc3c(c2)CCN3S(=O)(=O)c2ccccc2)cc1,4.1%,16.8%
Cc1ccc(NC(=O)C2CCCN(S(=O)(=O)c3cccc4nsnc34)C2)cc1C (stereo unspecified),10.9%,-1.0%
CCc1ccccc1Nc1cc(C(=O)NCCc2ccccc2)c2ccccc2n1,1.4%,4.2%
COc1ccc(NC(=O)CSC2=Nc3ccccc3N=C(c3ccc(F)cc3)C2)cc1OC,-1.8%,1.3%
COc1ccc(CNC(=O)Cn2c(=O)cc(C)c3c(C)nn(-c4cccc(Cl)c4C)c32)cc1,-16.6%,0.3%
CCn1c(=O)c2cc(C(=O)N(CCCOC(C)C)Cc3ccco3)sc2c2ccccc21,-8.7%,0.8%
CCOc1ccc2ncc3c(-c4ccccc4)nn(CC(=O)Nc4cccc(F)c4)c3c2c1,1.3%,3.7%
COc1ccccc1CNC(=O)Cc1c(C)c2c(cc(C)c3c(C)c(C)oc32)oc1=O,-2.7%,0.3%
COc1ccc(/C=C/c2nc(C#N)c(NCCc3ccc(OC)c(OC)c3)o2)cc1OC,-2.0%,-3.8%
CC(C)CC(=O)n1nc(-c2cccnc2)nc1NCc1ccc(F)cc1,-0.5%,1.2%
COc1ccc(CNC(=O)c2ccc3c(c2)CCN3S(=O)(=O)c2ccc(C)cc2)cc1,3.4%,8.5%
Nc1c(C(=O)NCCc2ccccc2)nnn1CC(=O)Nc1ccc(Cl)cc1,2.5%,-9.2%
CC(C)CC(=O)Nc1ccc2nc(SCC(=O)N3CCc4ccccc43)sc2c1,0.0%,-0.1%
CCn1c(=O)cc(OCC(=O)NCc2ccccc2Cl)c2ccccc21,1.4%,-6.5%
Cc1nn2c(=O)cc(COc3ccc(/C=C(\C#N)C(=O)Nc4ccccc4C)cc3)nc2s1,3.1%,-2.7%
CCOC(=O)c1cc(CC)sc1NC(=O)COc1ccccc1C,-3.5%,1.1%

# In the list so far, these contain a furan ring, fused or not:
SMILES,Sm TGR block,Tb PYK inh
CCc1ccc2oc(-c3ccc(NC(=O)c4cc5ccccc5o4)cc3)nc2c1,5.3%,-5.0%
O=C(Cn1c(=O)n(Cc2ccco2)c(=O)c2ccccc21)Nc1cccc(F)c1,2.4%,-1.8%
CCn1c(=O)c2cc(C(=O)N(CCCOC(C)C)Cc3ccco3)sc2c2ccccc21,-8.7%,0.8%
COc1ccccc1CNC(=O)Cc1c(C)c2c(cc(C)c3c(C)c(C)oc32)oc1=O,-2.7%,0.3%

# (listing goes on)
SMILES,Sm TGR block,Tb PYK inh
CC(=O)N1CCc2cc(Br)cc(S(=O)(=O)N3CCC(C(=O)N(C)c4cc(C)ccc4C)CC3)c21,-6.4%,-1.5%
Cc1ccc(CNC(=O)CSc2ncc(S(=O)(=O)c3ccc(C)c(Cl)c3)c(=O)[nH]2)cc1,16.9%,4.7%
COc1ccccc1N1CCN(C(=O)c2cc3c(=O)n(Cc4ccco4)ccc3nc2C)CC1,14.1µM*,-22.5%
CC(C)(C)c1ccc(S(=O)(=O)N2CCN(C(=O)c3cc(-c4ccc(Br)cc4)n[nH]3)CC2)cc1,2.9%,3.1%[15.4 µM]
Cc1cccc(N2C(=O)C(CC(=O)Nc3ccccc3)N(C3CCCCC3)C2=O)c1 (stereo unspecified),3.9%,-3.0%
Cc1nc(C)c(CCNS(=O)(=O)c2ccc(C)c(C)c2)s1,5.6%,-2.0%
CCOc1ccccc1NC(=O)Cn1c(=O)n(Cc2ccco2)c(=O)c2cccnc21,-9.9%,2.7%
COc1ccc(S(=O)(=O)NC(C)(C)CO)cc1-c1nnc2c3ccccc3c(C)nn12,1.4%,-0.9%
CC(C)OCCCNC(=O)CCCn1c(SCC(=O)c2ccc(Br)cc2)nc2c(sc3ccccc32)c1=O,-4.1%,0.8%
Cc1cccn2c(=O)cc(COc3cccc(NC(=O)c4cccc(Cl)c4)c3)nc12,-3.3%,5.1%
CSc1ccc(CNC(=O)Cn2nc(N3CCN(c4ccccc4)CC3)ccc2=O)cc1,-2.9%,3.1%
COc1ccc(S(=O)(=O)NCc2nc(-c3ccccc3)no2)cc1,7.3%,2.1%
Cc1ccc(N2CCN(c3nc4ccccc4n4nnnc34)CC2)c(C)c1,9.4%,-3.0%
CCCCN(CC)CCCNC(=O)Cn1nc(CC)n2c(cc3sccc32)c1=O,1.0%,-2.0%
COC(=O)c1ccc(NC(=O)CC2C(=O)N(c3ccc(Cl)cc3)C(=O)N2Cc2cccs2)cc1 (stereo unspecified),3.3%,-3.2%
CCc1ccc(Cn2nnc(C(=O)Nc3ccc(C)cc3)c2N)cc1,19.7%,-18.1%
Nc1ncc(S(=O)(=O)NCc2ccccc2F)cn1,-0.6%,4.1%
COc1ccc(C(=O)Nc2ccc3c(c2)CCCN3S(=O)(=O)c2ccc(C)cc2)cc1,-0.6%,5.1%
Cc1ccccc1-n1c(/C=C/c2ccc(N(C)C)cc2)nc2ccccc2c1=O,2.1%,-0.1%
CCn1c(=O)c(C(=O)Nc2ccc(C(C)=O)cc2)nc2ccccc21,-4.8%,1.5%
COc1ccc(N(Cc2cccs2)C(=O)c2ccc(Br)o2)cc1,-2.7%,7.7%
Cc1cc(C)c2nc(NC(=O)c3ccc(S(=O)(=O)N4CCCC4)cc3)sc2c1,0.7%,2.6%
COc1cc(-c2nc(-c3cccc(Cl)c3)c(-c3ccccc3)[nH]2)cc(OC)c1OC,2.2%,-6.0%
Cc1ccc(-n2ncc(C(=O)NCCN3CCCC3)c2C2CCN(C(=O)OC(C)(C)C)CC2)cc1,14.8%,-19.7%[15.4 µM]
COc1cccc(Cn2cc(S(=O)(=O)c3ccc(C)cc3)c(=O)c3cc4c(cc32)OCO4)c1,-9.5%,1.9%
O=S(=O)(c1ccccc1)c1nnn2c1nc(NCc1ccc(Cl)cc1)c1sccc12,1.4%,4.1%
Cc1ccc(C)c(OCCn2cc(C(=O)c3ccco3)c3ccccc32)c1,2.9%,5.1%
Cc1cc(C)cc(NC(=O)c2sc3nc(-c4cc5ccccc5oc4=O)[nH]c(=O)c3c2C)c1,1.6%,-0.4%
CCOC(=O)c1ccccc1NC(=O)N1CCOc2ccc(Cl)cc21,-7.5%,1.2%
Cc1cccc(C)c1NC(=O)Cn1c(=O)n(Cc2ccccc2Cl)c(=O)c2cccnc21,10.3%,0.4%
CCOc1cccc(C(=O)N2CCC(c3nc4ccccc4s3)CC2)c1,-0.5%,0.0%
CCCOc1ccc(N2CC(C(=O)Nc3cccc(Cl)c3Cl)CC2=O)cc1 (stereo unspecified),0.0%,-0.9%
CCCc1cc(=O)n2c(C(=O)Nc3ccc(OCC)cc3)c(C(=O)Nc3ccc(C)cc3)sc2n1,8.1%,-7.0%
O=C(Cn1ncc2c3ccccc3n(Cc3ccc(F)cc3)c2c1=O)NCCCN1CCCCC1,-0.4%,1.4%
CCC1CCCCN1CC(=O)Nc1cc(C)c2c(=O)oc3ccccc3c2n1 (stereo unspecified),7.1%,-9.0%
COc1ccc(N2CCN(c3ncnc4c3nnn4C)CC2)cc1,4.9%,0.0%
O=C(CCn1c(=O)c2sccc2n(Cc2ccc(F)cc2)c1=O)NCc1ccc2c(c1)OCO2,2.3%,5.3%
Cc1ccc(-c2ccc(=O)n(CC(=O)NCCc3ccc(Cl)cc3)n2)cc1,-2.7%,1.4%
COc1ccc(CNC(=O)Cc2c(C)c3ccc(O)cc3oc2=O)cc1,19.8%,-2.2%
COc1ccccc1CN(Cc1ccco1)c1cnc(S(C)(=O)=O)nc1C(=O)Nc1ccccc1Cl,-0.4%,-0.1%
Cc1sc(-c2cc3ccccc3oc2=O)nc1-c1ccc(Cl)c(Cl)c1,33.0%,-0.9%
CC(=O)c1ccc(N2CCN(S(=O)(=O)c3ccc4c(c3)C(C)(C)C(=O)N4)CC2)cc1,-1.1%,-0.1%[15.4 µM]
CCc1ccc(C(=O)N2CCC(c3nc(-c4ccc(S(=O)(=O)N5CCCC5)cc4)no3)CC2)cc1,2.4%,1.2%
CCN(CC)c1cc(C)nc2nc(-c3ccc(C)cc3)nn12,0.5%,-5.7%
O=C(NCC(c1cccnc1)N1CCN(c2ccccc2F)CC1)C(=O)Nc1ccc(F)cc1F (stereo unspecified),-2.1%,-3.0%
Cc1ccc(CCNC(=O)CSCc2nc(-c3ccc(C)cc3)oc2C)cc1,3.3%,0.4%
COc1ccccc1N1CCN(S(=O)(=O)c2c(C)sc3ncn(CC(=O)Nc4cccc(Cl)c4)c(=O)c23)CC1,-1.2%,-5.2%
COc1ccc(C2=C(N3CCN(c4cccc(C)c4C)CC3)c3ccccc3C2=O)cc1,-29.9%,-6.3%
CCOC(=O)N1CCN(C(=O)c2cnn(-c3cccc(C)c3)c2-n2cccc2)CC1,-2.4%,-0.3%[15.4 µM]
COc1ccccc1-c1cc(C(F)(F)F)nc(S(=O)(=O)CCCC(=O)Nc2ccc(F)c(Cl)c2)n1,-12.3%,-1.1%
CCc1ccc(N=C2NC(=O)CC(C(=O)Nc3ccc(OC)cc3)S2)cc1 (stereo unspecified),-1.2%,-3.5%
Cc1cc(C)c2c(CC(=O)Nc3c(C(=O)Nc4ccc(Cl)cc4)oc4ccccc34)coc2c1,-3.7%,-3.3%
Clc1ccc2nc(-c3ccc(N4CCOCC4)cc3)c(Nc3ccccc3)n2c1,-1.3%,0.2%
CCc1ccc(NC(=O)CSc2nc(-c3ccccc3)no2)cc1,11.2%,-3.8%
COc1ccc(CNC(=O)c2cc(-c3ccc(C)c(C)c3)n[nH]2)cc1,3.8%,-3.7%

# Complete entries as entered above:
# Shown for CCc1ccc(Cn2nnc(C(=O)Nc3ccc(C)cc3)c2N)cc1 → Sm TGR block: 19.7%; Tb PYK inh: -18.1%
# Shown for CCC1Oc2ccccc2N(CC(=O)NCc2ccccc2)C1=O (stereo unspecified) → Sm TGR block: 1.9%; Tb PYK inh: 11.9%
# Shown for O=C(CCn1c(=O)c2sccc2n(Cc2ccc(F)cc2)c1=O)NCc1ccc2c(c1)OCO2 → Sm TGR block: 2.3%; Tb PYK inh: 5.3%

# Screening data deposited in PubChem by National Center for Advancing Translational Sciences (NCATS).

# The list is partial; the hit share may differ from the screen's.
